# All columns: NCI-60 one-dose screen, growth in % after 48 h at 10 µM unless noted; 100 = growth as untreated, 0 = no growth, -100 = all killed.
# 786-0 – 786-0 renal cancer cells; 81,000 compounds, 5.1% hits; AID 1794775
# ACHN – ACHN renal cancer; 81,000 compounds, 4.9% hits
# UO-31 – UO-31 renal cancer. AID 1794768. 81,000 compounds, 5.2% hits
# IGROV1 – IGROV1 ovarian cancer | 79,000 compounds, 4.7% hits | AID 1794786
# TK-10 – TK-10 renal cancer cells | 81,000 compounds, 3.9% hits | AID 1794769
# RXF 393 – RXF 393 renal cancer cells; AID 1794773; 77,000 compounds, 6.9% hits
# SK-OV-3 – SK-OV-3 ovarian cancer cells; 80,000 compounds, 3.2% hits
# SN12C – SN12C renal cancer cells; 81,000 compounds, 3.8% hits; AID 1794767
# * marks the source's active call; other numbers are inactive results; . = no result given; & = joins results of further samples. Rule for the calls: active = growth percent below 10; inactive = the rest. This is a random part of the collection, and some 9.6% of all compounds hit somewhere here.
SMILES,786-0,ACHN,UO-31,IGROV1,TK-10,RXF 393,SK-OV-3,SN12C
CCCCC(=O)NC(c1cccnc1)c1cc(Cl)c2cccnc2c1O (centres undefined),107.2,101.1,85.9,103.4,113.9,119.1,112.5,100.7
COc1ccsc1/C=N/NC(=O)c1[nH]c2ccc(Br)cc2c1-c1ccccc1,1.8*,-0.9*,11.4,22.6,16.1,30.8,20.9,-3.8*
O=c1[nH][nH]c2ccccc12,110.6,106.2,75.4,117.8,96.9,96.1,103.6,114.0
N#Cc1c(Cl)nc(SCc2ccccc2)nc1-c1ccc(F)cc1,61.7,54.5,85.8,105.0,95.8,80.8,91.8,92.4
CC(C)=CCC[C@](C)(O)[C@H]1CC[C@]2(C)[C@@H]1CC[C@@H]1[C@@]3(C)C/C(=C/c4cccnc4)C(=O)C(C)(C)[C@@H]3CC[C@]12C,102.8,98.6,79.5,106.4,112.9,103.5,106.5,92.7
CN(C)CCN(C)c1ccc2ncc(C#Cc3cncc(C(=O)Nc4ccc(CN5CCN(C)CC5)c(C(F)(F)F)c4)c3)n2n1,90.9,47.2,68.7,45.5,134.2,-90.1*,118.1,36.1
COc1ccc(OC)c(/C=C/c2nc(SC)n(-c3ccccc3)n2)c1,96.3,89.5,55.5,.,113.9,90.8,85.7,95.5
O=C(CSc1nc2ccccc2[nH]1)Nc1ccccc1Cl,100.0,93.7,64.9,88.8,109.9,102.2,85.7,96.8
O=C(Nc1ccccc1)C(CCCCN1C(=O)c2ccccc2C1=O)N1C(=O)c2ccccc2C1=O (centres undefined),99.6,103.2,84.3,109.9,104.7,110.2,107.5,101.7
N/C=c1\sc2ncnn2c1=O,93.1,111.4,86.7,87.1,97.0,105.9,100.2,93.9
C=C(C)[C@@H]1CC[C@]2(C(=O)O)CC[C@]3(C)[C@H](CC[C@@H]4[C@@]5(C)C[C@@H](Cc6cn(C7OC(CO)C(O)C(O)C7O)nn6)[C@H](O)C(C)(C)[C@@H]5CC[C@]43C)[C@@H]12 (some centres undefined),105.4,108.5,93.2,107.5,110.7,123.0,102.5,108.3
C=C(C)[C@@H]1CC[C@]2(C)[C@H](CC=C3[C@@H]4CC(C)(C)CC[C@]4(C(N)=O)CC[C@]32C)[C@@]1(C)CCC#N,26.1,20.8,17.6,53.1,12.7,2.7*,48.1,-48.1*
Cc1cccc(NC2CC(=O)N(c3cccc(Cl)c3Cl)C2=O)c1C (centres undefined),97.5,101.8,92.2,106.2,103.6,104.0,101.9,103.5
O=C(O)C(=Cc1ccc(Cl)cc1Cl)C(=O)O,104.1,110.7,88.4,113.1,106.8,117.3,105.6,101.0
O=C(N/N=C/C=C/c1ccc([N+](=O)[O-])o1)c1cc2ccccc2cc1O,-18.4*,-3.0*,-71.9*,-62.6*,2.3*,-63.2*,-13.5*,-10.7*
Cc1sc2nc(NCCc3cccs3)[nH]c(=O)c2c1C,81.6,96.1,90.0,100.5,96.8,78.9,79.0,87.7
COc1ccc(Cl)cc1/C=C/C=Nc1ccc(S(N)(=O)=O)cc1,109.3,100.1,84.4,118.3,.,112.3,96.4,91.3
CC(C)c1nc2ccccc2n1CC(=O)NN,99.2,103.8,85.1,96.0,93.2,105.3,87.7,102.3
COc1ccc(C(=O)N2C(=O)CCC2=O)cc1,99.1,112.7,92.5,106.7,95.6,119.4,102.1,101.7
O=C(Nc1cc(F)cc2cccnc12)c1cnc(N2CCC(O)C2)cn1 (centres undefined),97.5,50.5,68.6,95.1,93.9,.,98.5,86.2
COc1ccc(/C(C)=C(/c2ccc(O)cc2)c2ccc(OCCN(C)C)cc2)cc1,87.4,98.8,73.1,94.9,103.0,79.3,105.9,88.0
Cn1c(=O)c2c(nc(CCC(=O)O)n2C)n(C)c1=O,107.0,100.9,94.6,105.6,110.6,.,100.5,89.6
CCOC(=O)C1=C(C)N(c2ccc(C#N)cc2)C2(O)C=CC(O)=C(C#N)C12C#N (centres undefined),96.2,104.8,79.8,113.0,105.7,113.1,117.0,104.7
O=S(=O)(Cc1ccccc1)C(CCCc1ccccc1)S(=O)(=O)Cc1ccccc1,88.1,93.2,62.5,105.0,93.6,100.0,108.6,92.7
CC[C@H](C)[C@H](NC(=O)[C@@H](N)CCC(N)=O)C(=O)N[C@@H](Cc1ccc(O)cc1)C(=O)N[C@@H](CCCCN)C(=O)N[C@@H](CCCCN)C(=O)N[C@@H](Cc1ccc(O)cc1)C(=O)N[C@@H](CCCNC(=N)N)C(=O)N[C@H](C(=O)N[C@@H](Cc1c[nH]c2ccccc12)C(=O)N[C@@H](Cc1ccc(O)cc1)C(=O)N[C@@H](CCCNC(=N)N)C(=O)N[C@@H](CCCCN)C(=O)N[C@@H](C)C(=O)N[C@@H](Cc1c[nH]c2ccccc12)C(=O)N[C@@H](CCCCN)C(=O)N[C@H](C(=O)N[C@@H](CC(C)C)C(=O)NCC(=O)N[C@@H](CCCCN)C(=O)N[C@H](C(N)=O)C(C)C)C(C)C)[C@@H](C)O,-57.9*,65.6,76.0,-33.4*,8.2*,11.4,42.8,12.4
O=C1C(=O)c2ccccc2C(O)=C1Br,104.1,92.6,63.6,87.5,123.4,110.1,103.2,95.2
C=CCNC(=O)c1ccccc1,93.4,96.7,90.7,97.5,91.6,103.5,104.3,92.6
CSc1nc(N)c2cn[nH]c2n1,107.0,100.5,89.7,115.1,94.5,123.3,100.2,113.1
CNc1cc(-c2ccc(S(=O)(=O)Nc3ccc4c(c3)N(C(=O)C3CC3)CCC4)cc2)nc(N)n1,97.6,101.9,83.9,79.1,93.5,102.6,100.1,91.1
CCCOc1cnc(N)nc1,106.0,100.5,93.7,105.6,91.0,117.5,104.2,99.2
Cc1ccccc1-c1nc(SCC(=O)N2CCN(c3ccccc3)CC2)n[nH]1,100.6,104.1,83.1,109.5,106.2,104.5,106.0,103.7
O=C1OC2(c3ccc(O)cc3Oc3cc(O)ccc32)c2ccccc21,102.8&102.4,107.1&99.7,87.2&82.1,104.5&107.5,92.5&104.0,122.6&122.2,97.1&120.2,99.7&98.0
CC1=CCC[C@@H]2C1(C)CC[C@H](C)[C@@]2(C)CC1=CC(=O)C(SC(C)(C)C)=CC1=O (some centres undefined),82.4,77.5,66.2,99.4,98.8,74.5,105.8,86.8
CCCCCc1ccc(S(=O)(=O)Nc2cc(-c3csc(N(C)C(C)=O)n3)ccc2N2CCN(C)CC2)cc1,8.8*,13.7,33.1,48.0,47.3,-73.8*,21.4,14.1
c1ccc([C@H]2O[C@@H]2c2ccccc2)cc1,99.9,100.2,85.6,100.3,106.1,107.5,103.3,98.8
N#CCCNc1ccc(-c2ccccc2)cc1,84.7,109.8,94.5,102.3,99.8,103.4,101.2,110.7
O=C1Nc2ccc(C(=O)O)cc2/C1=N/c1n[nH]c(=S)s1,100.0,72.6,83.2,98.9,120.5,138.2,106.8,93.7
COc1ccc(-c2nc(Cl)c3c(C)nn(-c4ccc(F)cc4)c3n2)cc1,105.1,106.4,97.3,108.8,98.0,122.1,102.2,99.0
Cc1ccc(C(=O)O)cc1C#Cc1cnc2cccnn12,97.3,99.3,86.5,97.5,94.5,112.1,108.3,94.8
CCCCCCC(C)N(CC(C)(C)O)C(=O)c1ccc([N+](=O)[O-])cc1 (centres undefined),94.5,106.8,58.6,88.1,92.6,100.1,96.3,103.7
O=C(O)CCc1nc2c(=O)[nH]c(=S)[nH]c2[nH]c1=O,101.1,98.6,93.3,104.6,97.2,111.8,114.4,97.6
NNC(=O)Oc1c(Cl)cc(Cl)cc1[N+](=O)[O-],105.1,106.3,87.4,101.4,94.1,112.8,102.3,111.1
COc1cc2cc(Oc3ccc(NC(=O)Nc4ccc(Cl)c(C(F)(F)F)c4)cc3)c(C)nc2cc1OCCN1CCCCC1,-89.3*,-100.0*,-90.1*,-47.2*,.,44.2,.,-84.7*
O=C(COc1ccc(NC(=O)Nc2ccc(Cl)c(Cl)c2)cc1)N=Nc1c(O)[nH]c2ccc(Cl)cc12,-52.5*,20.9,56.8,-48.6*,1.7*,-53.0*,-22.2*,-30.4*
CSC(=Nc1cccc(C)c1)NC#N,99.3,114.1,80.3,94.2,105.3,107.0,91.8,106.2
Nc1nc2c(c(=O)[nH]1)C(c1ccccc1)C=C(C(=O)O)N2 (centres undefined),98.9,112.7,101.7,107.5,115.1,122.4,122.6,127.6
C=C1CC[C@@H]2[C@](C)(COC(C)=O)[C@H](OC(C)=O)CC[C@@]2(C)[C@@H]1CC(NCCCCCCCCCCCCCCCCCC)C1=CCOC1=O (some centres undefined),106.6,113.3,88.8,110.0,102.7,109.3,102.0,103.4
CCN1Cc2c(/C=C/c3ccccc3)nc3ccc(OC)cc3c2N(c2cccc(Cl)c2)C1,72.3,98.0,63.8,.,100.9,107.2,77.3,60.6
C=C(C)[C@@H]1CC=C2c3sc(-c4ccc(OC)cc4)nc3C[C@@H](C)[C@]2(C)C1,101.1,99.1,70.8,100.4,124.0,110.3,115.7,97.3
CN1CCN(C(=O)[C@@]2(C)CC[C@]3(C)CC[C@]4(C)C(=CC[C@@H]5[C@@]6(C)C/C(=C/c7cccnc7)C(=O)C(C)(C)[C@@H]6CC[C@]54C)[C@@H]3C2)CC1,72.6,85.9,53.7,101.2,86.7,85.6,72.7,73.0
Cc1ccc(S(N)(=O)=O)cc1S(N)(=O)=O,98.4,104.7,89.8,96.5,102.7,99.9,117.0,105.0
CCC(C)/C=C/C=C/C(O)=C1/C(=O)NC(Cc2ccc(O)cc2)C1=O (centres undefined),100.5,88.8,91.9,96.3,99.6,119.9,100.3,88.7
S=c1cc(-c2ccccc2)[nH]c2ccccc12,97.9,101.8,86.6,102.1,111.6,112.5,111.6,99.7
O=C(N[C@@H]1C[C@H]1c1ccc(F)c(F)c1)N[C@@H]1C[C@H]1c1ccc(F)c(F)c1,87.1,98.5,80.0,99.1,93.2,102.2,106.8,94.2
CC(C)(C)OC(=O)Nc1ccc(-c2ccc3nnnn3c2)cc1,92.1,105.8,73.9,.,93.2,104.5,108.1,103.5
O=C1CCN(c2ccc(-c3ccco3)cc2)N1c1ccc(-c2ccco2)cc1,100.8,87.5,74.8,79.1,119.0,95.1,99.6,85.5
Cc1cc(C)c2[nH]c(O)c(N=NC(=O)c3ccc(S(N)(=O)=O)cc3)c2c1,99.3,101.9,91.6,103.6,105.3,108.1,103.2,104.8
O=C(/C=C1\C=CN(CCCF)c2ccccc21)n1ccc2ccccc21,103.5,90.7,68.1,71.8,134.6,118.0,82.9,92.0
c1nc(C2OCCO2)sc1CN1CCCCC1,90.6,97.7,101.3,116.2,96.4,106.5,119.8,100.8
C=C1C(=O)O[C@H]2[C@H]1CC/C(COC(=O)NCc1c[nH]c3ccc(OC)cc13)=C\CC[C@@]1(C)O[C@@H]21,-59.2*,-10.7*,-85.0*,-21.7*,-40.3*,-93.3*,68.3,10.9

# A second format for some results above.
molecule | 786-0 | ACHN | UO-31 | IGROV1 | TK-10 | RXF 393 | SK-OV-3 | SN12C
CCC(C)/C=C/C=C/C(O)=C1/C(=O)NC(Cc2ccc(O)cc2)C1=O (centres undefined) | 100.5 | 88.8 | 91.9 | 96.3 | 99.6 | 119.9 | 100.3 | 88.7
S=c1cc(-c2ccccc2)[nH]c2ccccc12 | 97.9 | 101.8 | 86.6 | 102.1 | 111.6 | 112.5 | 111.6 | 99.7
O=C(N[C@@H]1C[C@H]1c1ccc(F)c(F)c1)N[C@@H]1C[C@H]1c1ccc(F)c(F)c1 | 87.1 | 98.5 | 80.0 | 99.1 | 93.2 | 102.2 | 106.8 | 94.2
CC(C)(C)OC(=O)Nc1ccc(-c2ccc3nnnn3c2)cc1 | 92.1 | 105.8 | 73.9 | . | 93.2 | 104.5 | 108.1 | 103.5
O=C1CCN(c2ccc(-c3ccco3)cc2)N1c1ccc(-c2ccco2)cc1 | 100.8 | 87.5 | 74.8 | 79.1 | 119.0 | 95.1 | 99.6 | 85.5
Cc1cc(C)c2[nH]c(O)c(N=NC(=O)c3ccc(S(N)(=O)=O)cc3)c2c1 | 99.3 | 101.9 | 91.6 | 103.6 | 105.3 | 108.1 | 103.2 | 104.8
O=C(/C=C1\C=CN(CCCF)c2ccccc21)n1ccc2ccccc21 | 103.5 | 90.7 | 68.1 | 71.8 | 134.6 | 118.0 | 82.9 | 92.0
c1nc(C2OCCO2)sc1CN1CCCCC1 | 90.6 | 97.7 | 101.3 | 116.2 | 96.4 | 106.5 | 119.8 | 100.8
C=C1C(=O)O[C@H]2[C@H]1CC/C(COC(=O)NCc1c[nH]c3ccc(OC)cc13)=C\CC[C@@]1(C)O[C@@H]21 | -59.2* | -10.7* | -85.0* | -21.7* | -40.3* | -93.3* | 68.3 | 10.9

# More results:
SMILES,786-0,ACHN,UO-31,IGROV1,TK-10,RXF 393,SK-OV-3,SN12C
CC(=O)Nc1cccc(Nc2cc(NC(C)=O)ccc2C(=O)NCc2ccc3c(c2)OCO3)c1,101.1,102.5,83.5,100.7,90.9,121.9,105.8,103.2
COC(=O)C(=O)C(/C=N/C(=S)NC1CCCCC1)=C(\O)c1ccc(F)cc1,101.2,104.4,86.7,108.0,113.1,100.4,109.8,100.0
OCC[P+](c1ccccc1)(c1ccccc1)c1ccccc1,92.9,101.5,85.9,76.9,92.2,121.2,76.7,101.6
Clc1ccc2c(c1)C1CC2CCCN1Cc1ccccc1 (centres undefined),91.8,101.8,79.6,93.5,90.3,105.1,85.8,103.5
Oc1ccccc1-c1nc2ccccc2s1,100.7&105.7,95.1&94.2,86.7,71.4,127.4&108.0,126.8,93.2&105.2,88.4&115.7
O=Cc1cccc(O)c1,100.5,108.7,97.6,122.0,116.9,.,111.2,99.0
O=c1[nH]c2c(s1)CCCC2CN1CCCCC1 (centres undefined),96.2,97.6,89.3,120.3,93.0,.,86.6,102.8
C=CCCC(=O)CC(=O)OCC,105.9,101.8,.,.,104.4,119.7,108.5,93.0
